Bioassay records (PubChem BioAssay)
RMI-FANCM inh: blocks RMI1/RMI2 complex binding to FANCM MM2 peptide | Fluorescence polarization, RMI core complex with F-MM2 peptide; stronger effect = lower value | FP signal (polarization) at 33 µM | 70,000 compounds, 0.58% hits | AID 1159607; in the data active = FP signal below about 40; also: inactives centre near 61; strong numbers were not always called active; unit not given here
* marks the source's active call; other numbers are inactive results. The list is partial; count on the stated rates, not on these rows.

SMILES | RMI-FANCM inh
Cc1noc(C)c1C(=O)N1CCN(Cc2ccc3c(c2)OCO3)CC1 | 55
C#Cc1cccc(N=Cc2cc([N+](=O)[O-])cc(Br)c2O)c1 | 44
C=CCN(c1ccccc1C(=O)NCC(=O)O)S(=O)(=O)c1ccccc1Cl | 49
O=C(CSCC(=O)N1CCOCC1)Nc1nc(-c2ccc(Br)cc2)cs1 | 62
CC(=O)Nc1cccc(NC(=O)CSc2nc(CC(=O)Nc3ccc4c(c3)OCO4)cs2)c1 | 61
COc1cccc(C(=O)Nc2nnc(Cc3cccs3)o2)c1 | 70
COc1cc(-c2nnc(COc3ccc(Cl)cc3Cl)o2)cc(OC)c1OC | 59
CNC(=S)N1N=C(c2ccccc2)CC1c1ccc(Br)cc1 (stereo unspecified) | 77
O=C(Cn1nc2n(c(=O)c1=O)CCN2c1ccccc1)NCc1ccccc1Cl | 57
CN(NC(=O)c1cccs1)c1ccc([N+](=O)[O-])cn1 | 56
COC(=O)c1c(N)sc2c1CC(C)(C)NC2(C)C | 69
O=C(Cn1c(CO)c[nH]c1=S)NCc1ccc(Cl)cc1 | 67
COCCn1c(=NC(=O)c2ccc(C(C)(C)C)cc2)sc2ccccc21 | 70
COc1ccc(NC(=O)CSc2nnc(-c3cccnc3)n2N)cc1 | 55
O=C(Nc1ccc(C(F)(F)F)cc1)N1CCN(c2ccc3nnc(C4CC4)n3n2)CC1 | 67
NNC(=O)Cn1nc2n(c1=O)-c1ccccc1SC2 | 54
COc1ccc(CCNc2cc(C)c(C#N)c3nc4ccccc4n23)cc1OC | 52
COC(=O)c1c(NC(=O)C2CCCN(S(C)(=O)=O)C2)sc(C)c1C (stereo unspecified) | 66
OC[C@H](O)[C@H](O)[C@@H](O)[C@@H](O)[C@@H]1SC(c2ccccc2)=NN1c1ccccc1 | 55
O=C(c1cc2cc([N+](=O)[O-])ccc2s1)N(CCN1CCOCC1)c1nc2ccc(F)cc2s1 | 53

Filtered by structure, the entries above with fluorine (2)
SMILES | RMI-FANCM inh
O=C(Nc1ccc(C(F)(F)F)cc1)N1CCN(c2ccc3nnc(C4CC4)n3n2)CC1 | 67
O=C(c1cc2cc([N+](=O)[O-])ccc2s1)N(CCN1CCOCC1)c1nc2ccc(F)cc2s1 | 53

The listing picks up with the 7 entries that preceded the break.
SMILES | RMI-FANCM inh
COc1ccc(NC(=O)CSc2nnc(-c3cccnc3)n2N)cc1 | 55
O=C(Nc1ccc(C(F)(F)F)cc1)N1CCN(c2ccc3nnc(C4CC4)n3n2)CC1 | 67
NNC(=O)Cn1nc2n(c1=O)-c1ccccc1SC2 | 54
COc1ccc(CCNc2cc(C)c(C#N)c3nc4ccccc4n23)cc1OC | 52
COC(=O)c1c(NC(=O)C2CCCN(S(C)(=O)=O)C2)sc(C)c1C (stereo unspecified) | 66
OC[C@H](O)[C@H](O)[C@@H](O)[C@@H](O)[C@@H]1SC(c2ccccc2)=NN1c1ccccc1 | 55
O=C(c1cc2cc([N+](=O)[O-])ccc2s1)N(CCN1CCOCC1)c1nc2ccc(F)cc2s1 | 53
COc1ccc(S(=O)(=O)N2CCc3ccccc3C2)cc1[N+](=O)[O-] | 69
CCCS(=O)(=O)N1CCCc2cc(NS(=O)(=O)c3ccc(-c4ccccc4)cc3)ccc21 | 80
Cc1onc(-c2ccccc2Cl)c1C(=O)NCC1CCN(C(=O)OC(C)(C)C)CC1 | 53
CS(=O)(=O)N1CCCC(C(=O)Nc2ccc3c(c2)OCCO3)C1 (stereo unspecified) | 67
Fc1ccc(-c2nc(=S)c3c([nH]2)Oc2ccc(Br)cc2C3)cc1 | 26*
COc1ccc(OC)c2sc(N(CCN(C)C)C(=O)c3ccc(SC)cc3)nc12 | 58
O=C(CCn1cncn1)N1CCN(C(=O)N2CCOCC2)CC1 | 63
C/C(=N/Nc1ccccc1)c1cc(Cl)cc(Cl)c1O | 45
Cc1cc(F)ccc1S(=O)(=O)Nc1ccc2c(c1)CN(C(=O)C1CC1)CC2 | 66
CCOP(=O)(OCC)C(Nc1ccccc1)c1cccnc1 (stereo unspecified) | 62
CN(C)C(=O)c1ccc2ncsc2c1 | 52
COc1ccc(S(=O)(=O)Nc2ccc3c(c2)C(=O)Nc2cc(C)ccc2O3)c(C)c1 | 66
O=S(=O)(CS(=O)(=O)N1CCOCC1)N1CCOCC1 | 50
Cc1cn(CCC(=O)NCc2c(F)cccc2Cl)c2ccccc12 | 53
Cc1ccn2cc(CCNC(=O)c3cccc4ccccc34)nc2c1 | 56
Cc1ccc(SCC(=O)Nc2sc3c(c2C(N)=O)CCN(C(C)C)C3)cc1 | 54
COc1cccc(-c2cc(COC(=O)COc3ccccc3F)no2)c1 | 55
COc1ccc(S(=O)(=O)CCCC(=O)N(Cc2cccnc2)c2nc3ccc(F)cc3s2)cc1 | 72
CCCN1C(=O)C(C)(C)COc2ccc(NC(=O)c3cccc(Cl)c3)cc21 | 75
COc1cccc(NC(=S)Nc2ccc(Cl)cn2)c1 | 55
COc1ccc(-c2ccc(C)c(NS(=O)(=O)c3ccc(OC)c(F)c3)c2)nn1 | 71
O=S1(=O)CC2C(C1)N(c1ccc(Br)cc1)C(=S)N2c1ccccc1 (stereo unspecified) | 63
O=C(CSc1ccc(NC(=O)c2cccc(F)c2)nn1)Nc1ccc2c(c1)OCCO2 | 66
CCOC(=O)N1CCN(CC(O)COCc2ccccc2)CC1 (stereo unspecified) | 56
Cc1cccc(C(=O)N2CCN(Cc3nc(C)cs3)CC2)c1 | 65
O=C(CC(Sc1ccc(C(F)(F)F)cn1)C(=O)O)c1ccc(Br)cc1 (stereo unspecified) | 58
CCOC(=O)c1c(C)oc2c1c(CN1CCN(c3ccccc3)CC1)c(O)c1ccccc12 | 57
Cc1ccc(S(=O)(=O)Nc2ccc3c(c2)c2c(n3S(=O)(=O)c3ccc(C)cc3)CC(C)(C)CC2=O)cc1 | 35
O=C(CSc1nccn2nc(-c3cccc4ccccc34)cc12)NCc1ccc(F)cc1 | 89
CC(=O)NS(=O)(=O)c1ccc(NC(=O)c2cnc3c(c(C)nn3-c3ccccc3)c2Cl)cc1 | 59
Nc1nc(SCC(=O)N2CCOCC2)[nH]c(=O)c1NC(=O)c1ccc(Br)cc1 | 71
OC(COc1ccc(Br)cc1Br)CN1CCc2ccccc2C1 (stereo unspecified) | 85
COc1cccc(S(=O)(=O)Nc2cccc(C(F)(F)F)c2)c1 | 56
COc1ccc(S(=O)(=O)NCc2ccccc2)cc1OC | 59
c1ccc(Cn2nnc3c(Sc4ncco4)ncnc32)cc1 | 70
O=C(CSc1ncnc2[nH]ncc12)c1ccccc1 | 52
NS(=O)(=O)c1ccc(NC(=O)CSc2nnc3ccc4ccccc4n23)cc1 | 77
O=C(CCSc1ccccc1)NCCOc1ccc2nnc(-c3ccc(F)cc3)n2n1 | 68
O=C(NCC1(c2cccs2)CCCC1)c1cccc(F)c1 | 70
O=C(CCSc1ccccc1)N1CCN(c2ccc3nnc(C4CC4)n3n2)CC1 | 63
N#Cc1ccc(C(=O)N(CCCN2CCOCC2)c2nc3ccccc3s2)cc1 | 52
COc1ccc(N2CCN(CCNC(=O)c3c(F)cccc3Cl)CC2)cc1 | 66
COc1ccc(Cl)cc1S(=O)(=O)n1ccnc1C | 60
COc1ccc(OC)c(-c2csc(NC(=O)Cc3ccc(C(C)C)cc3)n2)c1 | 63
O=C(O)c1ccccc1C1Nc2ccccc2C(=O)N1CCCN1CCOCC1 (stereo unspecified) | 59
COC(=O)Nc1ccc2c(c1)NC(=O)C(C)(C)CO2 | 66
O=C(NC1CCCCC1)C1c2ccccc2C(=O)N1Cc1ccco1 (stereo unspecified) | 60
CC(=O)O[C@@H]1CC2C(C)(C)CCC(=O)[C@]2(C)C2CC[C@@]3(C)[C@H](c4ccoc4)OC(=O)C4OC43[C@@]21C (stereo partly specified) | 59
O=C(Nc1ccc(-c2ccc3nnc(-c4ccccn4)n3n2)cc1)C1CCCC1 | 64
O=C(Nc1cccc(OC(=O)N(c2ccccc2)c2ccccc2)c1)N1CCOCC1 | 55
COc1ccc(C)cc1NC(=O)CSc1ccc(NC(C)=O)nn1 | 69
CCOc1ccccc1NC(=O)CSc1nc2c(sc(=S)n2-c2ccccc2)c(=O)[nH]1 | 61
COc1ccc(C(=O)/C=C\c2cn(CCC(=O)O)nc2-c2ccc(OC)c(OC)c2)cc1 | 57
O=C(OCCSc1sccc1[N+](=O)[O-])c1ccc(Cl)cc1 | 54
CCn1nc(C(=O)Nc2nnc(-c3ccco3)o2)cc1C | 65
COc1ccc(NC(=O)CSc2nc(C(C)C)nc3c2c(=O)n(C)c(=O)n3C)c(OC)c1 | 94
O=C(O)/C=C\C(=O)Nc1ccc(Cl)cc1C(=O)c1ccccc1 | 64
Cc1cc(OCC(=O)Nc2ccc(S(=O)(=O)N3CCc4ccccc43)cc2)ccc1Cl | 56
CC(C)[C@H](NC(=O)OCc1ccccc1)C(=O)N[C@H](C=O)Cc1ccccc1 | 62
N#Cc1ccsc1N1C(=O)c2ccccc2C1=O | 62

Sorted by number of heavy atoms (ascending): 3 of the compounds above
SMILES | RMI-FANCM inh
O=C(O)/C=C\C(=O)Nc1ccc(Cl)cc1C(=O)c1ccccc1 | 64
COc1ccc(OC)c(-c2csc(NC(=O)Cc3ccc(C(C)C)cc3)n2)c1 | 63
COc1ccc(NC(=O)CSc2nc(C(C)C)nc3c2c(=O)n(C)c(=O)n3C)c(OC)c1 | 94

Further entries
SMILES | RMI-FANCM inh
CC12CCC(C(=O)Nc3ccc(OC(F)(F)F)cc3)(C(=O)C1=O)C2(C)C (stereo unspecified) | 60
Cc1nc2cccc(F)c2c(=O)[nH]1 | 61
Cc1cccc(CN2CCc3c(OCC(=O)N4CCc5ccccc54)cccc3C2=O)c1 | 74
CCS(=O)(=O)N1CCCc2cc(NS(=O)(=O)c3ccccc3Cl)ccc21 | 56
O=C1CCCC(=O)N1CCS(=O)(=O)N1CCN(c2cccc(Cl)c2Cl)CC1 | 64
Cc1ccc(-c2cc(=O)n(CC(=O)N3CCN(c4ccc(F)c(Cl)c4)CC3)cn2)cc1 | 74
O=C(Nc1ccc(Br)cc1)C1CCCN1/C=C/C(=O)C(F)(F)F (stereo unspecified) | 63
Cc1cc(S(=O)(=O)N2CCN(C(=O)C3CCCCC3)CC2)c(Cl)cc1Cl | 61
CCCCOc1ccc(C(=O)Nc2ccc3c(c2)C(=O)N(C)C3=O)cc1 | 62
O=C(NCCn1ncc2c(=O)n(Cc3ccccc3)cnc21)C1CC(=O)N(c2ccc(F)cc2)C1 (stereo unspecified) | 65
Cc1ccc(-c2cn3cccnc3n2)cc1NC(=O)c1ccccc1Br | 61
COc1ccccc1C1=NN(C(=O)c2onc(-c3ccccc3Cl)c2C)C(c2ccco2)C1 (stereo unspecified) | 63
COc1cc(C)c(C)cc1S(=O)(=O)Oc1ccccc1Cl | 61
Cc1ccc(N2CCN(CC(=O)Nc3cc(Cl)ccc3Cl)CC2)c(C)c1 | 58
O=C(/C=C/c1ccc([N+](=O)[O-])cc1)Nc1nnc(C2=COCCO2)o1 | 59
COC(=O)c1ccc(C(=O)Nc2ccc3c(c2)C(=O)N(C)C3=O)cc1 | 86
COC(=O)c1ccc(CSc2nc3c(c(=O)n2-c2ccc(F)cc2)SCC3)o1 | 64
CC(=O)N1N=C(c2cccs2)CC1c1cc2ccccc2[nH]c1=O (stereo unspecified) | 63
O=S(=O)(c1ccc(Br)cc1)N1CCN(Cc2c(O)ccc3ccccc23)CC1 | 71
CC(C)CCN1C(=O)C(C)(C)COc2ccc(NS(=O)(=O)Cc3ccccc3Cl)cc21 | 67
Cc1nn(C)c(C)c1CNC(=O)Nc1csc2ccccc12 | 55
O=C(CCS(=O)(=O)c1ccc(F)cc1)Nc1nnc(-c2ccc(Br)s2)o1 | 64
O=S(=O)(c1ccc(F)c(Cl)c1)N1CCN(C(c2ccccc2)c2ccccc2)CC1 | 63
CN(n1cnc2ccsc2c1=O)S(C)(=O)=O | 48
COc1ccc(S(=O)(=O)NCCCn2nc(-c3cccs3)ccc2=O)cc1OC | 71
O=C(Nc1nnc(-c2ccc(Br)cc2)o1)c1ccc(N2C(=O)CCC2=O)cc1 | 77
Cc1ccc(S(=O)(=O)NCc2c(-c3ccccc3)noc2C)cc1 | 57
O=c1c(-c2ccccc2)c(C(F)(F)F)oc2c3c(ccc12)OCN(CC1CCCO1)C3 (stereo unspecified) | 60
CS(=O)(=O)c1cccc(-c2nnc(NC(=O)c3cc(Cl)sc3Cl)o2)c1 | 57
Cc1cc(OC(NC(=O)c2ccccc2)C(=O)c2ccccc2)nc(SCc2ccccc2)n1 (stereo unspecified) | 55
Cc1cc(=O)[nH]c2c1c(-c1ccccc1)nn2C | 55
Cc1cc(C)c(C)c(S(=O)(=O)Nc2ccc(C(=O)N3CCCC3)cc2)c1C | 76
O=S(=O)(c1c(Cl)sc(Cl)c1Br)N1CCOCC1 | 60
CS(=O)(=O)c1ccc(N2CCC(Cc3ccccc3)CC2)c([N+](=O)[O-])c1 | 62
N#C/C(=C\Nc1cc(Cl)ccc1Cl)c1nc(-c2ccccc2)cs1 | 68
c1ccc(-c2cccs2)nc1 | 48
CC1=NN(c2ccccc2)C(=O)C1C(=O)c1ccc(C(F)(F)F)cc1 (stereo unspecified) | 68
COc1ccc(-c2ccc(=O)n(CCCNS(=O)(=O)c3ccc(F)cc3F)n2)cc1 | 70
CN(C)/C=C/C(=O)c1cccnc1 | 53
COC(=O)c1cc(OC)c(OC)cc1NC(C)=O | 62
COC(=O)c1ccc(NC(=O)CN2CC(=O)Oc3ccccc32)cc1 | 59
N#C/C(=C\c1ccc(-c2ccccc2Cl)o1)C(=O)c1c[nH]c2ccccc12 | 64
COc1ccc(NC(=O)C(=O)NCC(=O)N2CCOC(c3ccccc3)C2)cc1OC (stereo unspecified) | 71
COc1ccc(CCNc2nc(N3CCOCC3)nc(N3CCOCC3)n2)cc1OC | 55
O=C(COc1ccccc1F)NCc1cc(-c2cccs2)on1 | 52
CC(=O)N1CCC(c2nc(-c3ccc(Cl)cc3)no2)CC1 | 53
N#Cc1c(Nc2ccccc2)c(/C=N\N=C/c2cccnc2)c[nH]c1=O | 58
Cc1ccccc1Cn1nc(C2CC2)c2cnn(-c3ccccc3)c2c1=O | 68
Cc1cc(O)cc(=O)n1CC1CCCO1 (stereo unspecified) | 59
CCCCCCCCCCCCCCNC(=O)CSc1nncn1C | 51
CC(C)(C)c1ccc(=O)[nH]n1 | 59
CCOc1ccc(S(=O)(=O)N2CCN(c3cccc(C)c3C)CC2)cc1 | 60
